Screening data deposited in PubChem BioAssay by National Center for Advancing Translational Sciences (NCATS).
CBFb-RUNX1 inh = blocks binding between human CBF-beta and RUNX1 | Q01196+Q13951 | AlphaScreen CBFb-His/RUNX1-biotin binding, biochemical | Potency, µM (doses to about 59.8 µM), inactives show at the highest dose activity, negative = inhibition, most hits filed as inhibitors | 230,000 tested, under 10 active; note: % of control where 0% means no effect
Target sequence (Q01196 whole entry, looked up): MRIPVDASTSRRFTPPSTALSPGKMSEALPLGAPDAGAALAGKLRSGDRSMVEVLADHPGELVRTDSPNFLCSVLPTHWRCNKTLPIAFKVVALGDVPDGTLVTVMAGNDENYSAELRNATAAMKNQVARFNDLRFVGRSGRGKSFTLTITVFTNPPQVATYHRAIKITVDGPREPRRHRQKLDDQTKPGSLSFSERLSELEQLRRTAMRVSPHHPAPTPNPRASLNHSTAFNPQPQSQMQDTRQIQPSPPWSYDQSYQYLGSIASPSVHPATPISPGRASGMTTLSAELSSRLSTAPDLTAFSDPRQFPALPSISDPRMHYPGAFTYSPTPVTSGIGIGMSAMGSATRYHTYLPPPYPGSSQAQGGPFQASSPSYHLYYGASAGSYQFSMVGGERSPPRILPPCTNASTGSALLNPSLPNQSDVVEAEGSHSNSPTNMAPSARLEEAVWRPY
Target sequence (Q13951 whole entry, looked up): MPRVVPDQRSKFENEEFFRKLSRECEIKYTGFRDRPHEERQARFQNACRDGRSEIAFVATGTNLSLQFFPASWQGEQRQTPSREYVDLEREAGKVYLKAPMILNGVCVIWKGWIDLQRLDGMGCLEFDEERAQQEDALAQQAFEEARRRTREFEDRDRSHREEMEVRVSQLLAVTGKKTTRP
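Proteins preincubated together for 20 min at RT before compound addition; 15 min later, nickel and streptavidin beads were added and left 90 min prior to AlphaScreen measurement.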
Epigenetic reg = regulators of epigenetic silencing causing reporter derepression in mouse cells; murine LDR cells, GFP reporter derepression, 30 h; Potency, µM (doses to about 53.9 µM), inactives show top-dose GFP activation, most hits filed as activators; actives 0.2% (n = 280,000); note: potency is the fitted concentration of half-maximal effect; % of control where 0% means no effect; nearly all actives have a fitted effect of over 60% in size
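Readout is the number of GFP-expressing murine LDR cells, counted by cytometry following washing. Cells were treated with compound for 30 h at 37 C; the stably integrated CMV-GFP locus is normally silent.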
Luc counter = Kinase-Glo luciferase inhibition (counter-screen); Q27757; Kinase-Glo luciferase, ATP luminescence, 8 min; Potency, µM (highest dose often 38.3 µM), for inactives: at the highest dose activity change, negative = inhibition, most hits filed as inhibitors; actives 0.28% (n = 200,000); note: potency is the fitted concentration of half-maximal effect; % is set by controls: 0 for no effect and ±100 for the full control effect; nearly all actives have a fitted effect of over 60% in size
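Light output from Kinase-Glo luciferase with luciferin and 10 uM ATP in 50 mM imidazole pH 7.2, KCl, MgCl2, Tween 20, BSA; compound pin-delivered, 8-min ambient incubation, then luminescence read.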
L3MBTL1 block = inhibitors of human L3MBTL1 | Q9Y468 | AlphaScreen L3MBTL1–H3K9me1 peptide binding | Potency, µM (top dose mostly 57.1 µM), without a hit: top-dose activity, negative = inhibition, hits mostly inhibitors | actives 0.66% (n = 230,000) | AID 485360; note: potency is the fitted concentration of half-maximal effect; % is set by controls: 0 for no effect and ±100 for the full control effect; nearly all actives have a fitted effect of over 60% in size
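Displacement of a biotinylated histone H3(1-15) peptide monomethylated at Lys9 (75 nM) from L3MBTL1 (50 nM) was measured by AlphaScreen after a 30 min room-temperature compound incubation; cefsulodin titration served as intraplate control.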
HTT aggregate = inhibitors of mutant huntingtin aggregate formation in PC12 cells. Potency, µM (doses to about 46.1 µM), for the others: at the highest dose activity change, negative = inhibition, actives largely listed as inhibitors. AID 1688. actives 1.1% (n = 220,000). PC12 HttQ103-GFP aggregates, Acumen cytometry, 40 h; note: potency is the fitted concentration of half-maximal effect; % is set by controls: 0 for no effect and ±100 for the full control effect; nearly all actives have a fitted effect of over 60% in size
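Ecdysone-promoter PC12 model expressing HTT exon 1 Q103 fused to GFP, induced by tebufenozide at 100 nM final. Compounds titrated; aggregates sized 1–25 µm scored on a 488 nm laser cytometer.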
NPSR antag = neuropeptide S receptor (human) antagonism, cAMP; Q6W5P4; CHO-NPSR cells, cAMP TR-FRET, antagonist mode; Potency, µM (top dose mostly 38.3 µM), inactives show top-dose activity change, negative = inhibition, usual class: inhibitors; actives 1% (n = 220,000); AID 1461; note: potency is the fitted concentration of half-maximal effect; % is set by controls: 0 for no effect and ±100 for the full control effect; nearly all actives have a fitted effect of over 50% in size; many of its hits are not listed in these tables
Target sequence (Q6W5P4 whole entry, looked up): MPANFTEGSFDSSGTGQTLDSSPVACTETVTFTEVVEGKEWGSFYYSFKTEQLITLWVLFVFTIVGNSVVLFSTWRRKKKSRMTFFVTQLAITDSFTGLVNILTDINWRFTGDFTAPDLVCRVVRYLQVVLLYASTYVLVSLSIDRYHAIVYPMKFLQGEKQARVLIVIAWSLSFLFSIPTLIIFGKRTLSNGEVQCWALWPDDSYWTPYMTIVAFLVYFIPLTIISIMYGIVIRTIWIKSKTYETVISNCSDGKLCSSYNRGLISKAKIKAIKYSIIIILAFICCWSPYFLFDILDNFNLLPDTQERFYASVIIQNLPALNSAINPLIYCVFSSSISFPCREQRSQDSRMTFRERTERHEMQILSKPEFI
IMPase Li inh = IMPase inhibition in cells with lithium potentiation. CHO-M1 cells, IP1 TR-FRET (IP-One), carbachol + lithium. Potency, µM (top dose mostly 59.4 µM), for the others: top-dose activity, negative = IMPase inhibition, hits mostly inhibitors. actives 0.35% (n = 210,000). AID 1457;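 note: IP1 builds up when IMPase is blocked and the TR-FRET signal falls; potency is the fitted concentration of half-maximal effect; plate controls were basal vehicle for no effect and high inhibitor control for full effect; nearly all actives have a fitted effect of over 50% in size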
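Steps: plate 2000 CHO-M1 cells per well and culture 16–30 h; add compound and lithium; incubate 30 min, 37C; add d2-IP1 tracer and Eu cryptate anti-IP1 antibody in lysis buffer; read after 10 min at room temperature.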
* hit, by the source's call; u = inconclusive; x = not tested or not shown; [ ] = dose if it differs, or a comment. Calls come from the whole dose curve; as a rule, active = well fitted curve in the direction sought with a large enough effect; inconclusive = small, poorly fitted or top-dose-only effect, or another doubt; inactive = no such curve, though single readings can be large; an effect the other way counts as inactive or inconclusive.

SMILES	CBFb-RUNX1 inh	Epigenetic reg	Luc counter	L3MBTL1 block	HTT aggregate	NPSR antag	IMPase Li inh
COc1cc(C(c2nnnn2C(C)(C)C)N2CCN(C)CC2)cc(OC)c1OC (stereo unspecified)	1%	2.1%	-4%	-5%	-11%	-14%[46.1 µM]	2%[38.3 µM]
COc1ccc(C(=O)c2ncc(C(F)(F)F)cc2Cl)cc1	5%	-3.1%	-2%	x	7%	5%	-2%
CC12CN3CC(C)(CN(C1)C3c1ccc(Cl)cc1Cl)C2O (stereo unspecified)	5%	0.0%	-3%	4%	11%	4%[46.1 µM]	-2%[38.3 µM]
COC(=O)c1ccc(NC(=O)c2ccc(CN3CCOCC3)cc2)cc1	1%	0.0%	-4%	7%	14%	-6%[46.1 µM]	30%[38.3 µM]
COc1ccc(/C=N/NC(=O)COc2cccc3cccnc23)cc1OC	3%	2.4%	1%	x	4%	10%	-2%
Cc1ccc(C)c2[nH]c(=O)c(CN(CCCN(C)C)C(=O)NCc3ccccc3)cc12	2%	-0.5%	-1%	2%	-8%[9.22 µM]	-4%[46.1 µM]	8%[38.3 µM]
CCn1nc(C)c(CN2CCCC(CO)(Cc3ccccc3)C2)c1C (stereo unspecified)	6%	0.5%	x	0%	-21%	-19%	x
O=C1N=c2ccccc2=C1c1[nH]c(=S)[nH]c1O	10%	-1.0%	-2%	-4%	-22%	-12%	8%
O=C(Nc1cc2c(oc1=O)CCCC2=O)c1ccccc1	12%	-0.9%	3%	5%	8%	-13%[46.1 µM]	-7%
C1CSC2(N1)C1CC3CC(C1)CC2C3 (stereo unspecified)	5%	-1.0%	2%	16%	x	-2%[46.1 µM]	6%[38.3 µM]
COc1ccc(NCc2nnc(SCc3ccc(Cl)cc3)n2-c2ccccc2)cc1	-1%	-3.0%	0%	u	-5%	-46%	10%
Cc1cc(C)cc(NC(=O)CSc2nnc(-c3ccccc3Br)o2)c1	7%	-9.9%	2%	14%	4%	u	0%[38.3 µM]
O=C(CCn1nnc2ccccc2c1=O)NCC1CCC(C(=O)O)CC1 (stereo unspecified)	1%	4.1%	-5%	-1%	-6%	-8%[46.1 µM]	-7%[38.3 µM]
CCOC(=O)C1=C(c2ccccc2)NC(N)=NC1c1ccc(OCc2ccc(Cl)cc2)c(OC)c1 (stereo unspecified)	1%	5.1%	x	u	13%[9.22 µM]	u	x
CC(=O)Nc1ccc(NC(=O)c2cccc3c2-c2ccccc2C3=O)cc1	5%	-1.1%	-1%	4%	1%	7%	8%
O=C(CN1CCOc2ccccc21)NCc1ccc(Cl)cc1	2%[2.36 µM]	-5.7%	0%	-13%	3%	0%	-1%
O=C(NC1CCCCC1)C1CCN(C(=O)NCc2ccccc2)CC1	-3%	0.7%	-2%	-2%	-1%	u	-2%[38.3 µM]
CCOC(=O)C(=O)c1cn(C2OCC(OC(C)=O)C(OC(C)=O)C2OC(C)=O)c2ccccc12 (stereo unspecified)	13%	-3.2%	1%	-2%	-11%	7%	0%
O=C(Nc1csc([N+](=O)[O-])c1)Nc1c(Cl)cccc1Cl	10%	0.0%	x	x	11%[9.22 µM]	-41%	x
CC(=O)Nc1ccc(S(=O)(=O)N2CC3(C)CC2CC(C)(C)C3)cc1 (stereo unspecified)	18%	-1.5%	0%	-8%	0%	1%	11%
CCOc1cc(C=O)ccc1OCC(N)=O	4%	-4.3%	3%	-1%	1%[9.22 µM]	-20%	-2%
CC(C)c1ncc(C(O)c2ccccc2)n1C (stereo unspecified)	2%	-1.0%	x	5%	15%[9.22 µM]	11%	x
CC(=O)Cn1ncc(N2CCOCC2)c(Br)c1=O	7%	-0.3%	1%	1%[11.4 µM]	20%	2%	1%
CC(=O)Nc1ccc(NC(=O)c2ccco2)cc1	4%	0.0%	14%	x	-7%	-14%[46.1 µM]	18%[38.3 µM]
O=C(N/C(=C/c1ccc(Cl)cc1)c1nc2ccccc2[nH]1)c1ccco1	1%	1.1%	0%	1%	9%	-12%[46.1 µM]	14%[38.3 µM]
CN(c1ccccc1)S(=O)(=O)c1cccc(NC(=O)CN2CCc3ccccc3C2)c1	-6%	-0.3%	-1%	-5%	u	-55%	17%
O=C(Nc1cccc2nsnc12)c1ccc2c(c1)OCCO2	u	-1.1%	-25%	42%[activator]	-15%	-7%[46.1 µM]	-1%[38.3 µM]
O=C(O)/C=C/c1cccc(OCc2ccccc2)c1	-3%	-1.3%	-3%	-1%	10%	-23%	-5%
O=C(Nc1ccccc1)N1CC=C(c2ccc(F)cc2)CC1	-10%	0.0%	-8%	-16%	9%	-20%[46.1 µM]	38%[activator][38.3 µM]
CC1CN(Cc2nc3c(c(=O)[nH]c(=O)n3C)n2CCN2CCOCC2)CC(C)O1 (stereo unspecified)	7%	0.1%	2%	2%	-9%	1%[46.1 µM]	-11%[38.3 µM]

Profiles from above.
CCn1nc(C)c(CN2CCCC(CO)(Cc3ccccc3)C2)c1C (stereo unspecified) is entered as CBFb-RUNX1 inh = 6%; Epigenetic reg = 0.5%; Luc counter = x; L3MBTL1 block = 0%; HTT aggregate = -21%; NPSR antag = -19%; IMPase Li inh = x
O=C(CCn1nnc2ccccc2c1=O)NCC1CCC(C(=O)O)CC1 (stereo unspecified) is entered as CBFb-RUNX1 inh = 1%; Epigenetic reg = 4.1%; Luc counter = -5%; L3MBTL1 block = -1%; HTT aggregate = -6%; NPSR antag = -8%[46.1 µM]; IMPase Li inh = -7%[38.3 µM]

Carrying on:
SMILES	CBFb-RUNX1 inh	Epigenetic reg	Luc counter	L3MBTL1 block	HTT aggregate	NPSR antag	IMPase Li inh
CCN(CC)C(=O)CSc1nc2ccc(NC(=O)CSc3nnc(N)s3)cc2s1	-17%	-1.1%	0%	u	u	-9%[46.1 µM]	11%[38.3 µM]
CC(=O)Nc1cccc(NC(=O)C2CC(=O)N(c3ccc(C)cc3)C2)c1 (stereo unspecified)	9%	0.9%	1%	7%	-10%	-3%[46.1 µM]	9%
CCOC(=O)N1CCC(NC(=O)C2CCN(S(=O)(=O)c3ccc4c(c3)oc(=O)n4C)CC2)CC1	1%	-1.2%	0%	x	-23%	12%	6%
COC(=O)C1=C(C)NC(=O)CC1c1ccc(C(=O)OC)cc1 (stereo unspecified)	-1%	-0.2%	-4%	-3%	u	3%[46.1 µM]	-12%[38.3 µM]
COc1ccc(-c2cc(C(F)(F)F)c(C#N)c(SCC(=O)O)n2)cc1OC	6%	-4.4%	x	-1%	39%[9.22 µM]	-26%	x
Cc1cccc(-n2c(=O)c3c(n4cnnc24)-c2ccccc2CC32CCCCC2)c1	-1%	-3.2%	0%	5%	14%	u	6%[38.3 µM]
O=C(O)c1ccc(/C=N/NC(=O)c2ccc(F)cc2)cc1	6%	-1.1%	x	x	16%[9.22 µM]	5%	x
CC(C)c1onc(C(=O)N2CCN(C(c3ccccc3)c3ccccc3)CC2)c1[N+](=O)[O-]	-9%[2.36 µM]	3.1%	-1%	3%	13%	14%	-10%
COC(=O)Nc1ccc(S(=O)(=O)N2CCCC(C(=O)N3CCC(C)CC3)C2)cc1 (stereo unspecified)	-13%	-2.7%	-2%	4%	u	-3%	6%
CC1=NN(C(=O)c2cc(C)nn2C)C(O)(C(F)(F)F)C1 (stereo unspecified)	5%	5.1%	-1%	1%	-8%	6%	-6%
CCCCc1nnc(NC(=O)CSc2nc(C)cc(=O)[nH]2)s1	2%	0.0%	-4%	x	-13%	-2%[46.1 µM]	26%[38.3 µM]
Cc1ccccc1-n1c(CSC(=N)N)nc2ccccc2c1=O	3%	-0.7%	-4%	1%	15%	5%[46.1 µM]	0%[38.3 µM]
CCNC(=O)CC1C(=O)N(c2ccccc2)C(=O)N1CCc1ccc(OC)c(OC)c1 (stereo unspecified)	6%	-3.5%	-3%	x	9%	-6%[46.1 µM]	13%[38.3 µM]
CCCc1[nH]nc2c1C(/C(C)=C/c1ccccc1)C(C#N)=C(N)O2 (stereo unspecified)	2%	-2.0%	4%	-7%	13%	-31%[46.1 µM]	2%[38.3 µM]
COC(=O)CSc1nc(NC(C)C)nc(N(C)C)n1	8%	0.0%	2%	x	1%	15%	9%
O=C(/C=C/c1ccccc1)Nc1ccc2c(c1)OCCO2	-4%	-1.4%	-13%	-14%	20%[9.22 µM]	-19%	17%
CCN1CCc2c(C#N)c(N3CCOCC3)nc(NCCO)c2C1	1%	-9.8%	x	-1%	8%	-6%[46.1 µM]	x
O=C(N/N=C/C=C/c1cccc([N+](=O)[O-])c1)C(O)c1ccccc1 (stereo unspecified)	-2%	4.8%	-2%	6%	0%[9.22 µM]	16%	8%
Cc1cc2c(cc1C)[n+](C)cn2CC(O)COCc1ccccc1 (stereo unspecified)	4%	-2.0%	0%	-1%	-20%	-3%[46.1 µM]	5%
O=C(N/N=C/c1cccc(O)c1)c1ccc(COc2ccccc2Br)cc1	-2%	0.0%	-4%	-3%	-9%	-8%	19%
Cc1ccc(S(=O)(=O)N(C)C)cc1-n1c(SCC(=O)Nc2ccc(F)cc2Cl)nc2ccccc2c1=O	u	0.0%	-1%	-1%	4%	-5%	-4%
Cc1nnc2sc(SCc3ccc(Br)cc3)nn2c1=O	9%	4.1%	1%	x	-9%	-9%	-2%
Cc1nc2ccccc2n1CC(=O)OCC(=O)NCc1ccccc1	-5%	0.0%	-1%	6%	15%	9%	4%
Cc1ccc(-c2nnn(CC(=O)N(Cc3ccco3)C(C(=O)NC(C)(C)C)c3ccncc3)n2)o1 (stereo unspecified)	5%	3.3%	0%	-11%	x	-29%	3%
Cc1nnc(SC(C)C(=O)Nc2ncc(Cl)cc2Cl)n1Cc1ccccc1 (stereo unspecified)	-11%	-4.1%	0%	44%[activator]	2%	-2%[46.1 µM]	0%[38.3 µM]
O=C(CCCn1c(=O)[nH]c2cc(Cl)ccc2c1=O)NCCCN1CCCC1=O	-1%	-2.0%	-4%	x	11%	-1%[46.1 µM]	4%[38.3 µM]
COC(=O)C(NC(C)=O)(Nc1sc2c(c1C(N)=O)CCCC2)C(F)(F)F (stereo unspecified)	1%	0.8%	0%	x	-7%	5%[46.1 µM]	21%[38.3 µM]
CC(=O)Nc1ccc(S(=O)(=O)N2CCN(CCC#N)CC2)cc1	5%	-0.8%	-2%	0%	-1%	-25%[46.1 µM]	24%[38.3 µM]
Cn1cc(C(=O)Nc2ccc3c(c2)CCC3)cn1	6%	0.9%	-7%	0%	-16%	2%	-11%
CCOc1ccc2nc(SCC(=O)NCc3ccco3)sc2c1	-4%	-0.8%	6%	-7%	-2%	-18%[46.1 µM]	-10%[38.3 µM]

These rows are one share of the data; count on the stated rates, not on these rows.
